Menin-MLL TR inh = qHTS Assay for Inhibitors Targeting the Menin-MLL Interaction in MLL Related Leukemias: Competition With Texas Red Labeled MLL-derived Mutant Peptide. O00255. Menin + Texas Red MLL mutant peptide, fluorescence polarization. Potency, µM (top dose mostly 61.6 µM), for the others: at the highest dose FP activity change, negative = inhibition, hits mostly inhibitors. 0.23% of 270,000 active; active means well fitted inhibition curve with a large enough effect in the polarisation, with a control signal flat, not every such curve was filed as active; inconclusive means small, poorly fitted or top-dose-only effect, or effect the other way, or a change in a side signal; inactive means no such curve, though single readings can be large or run the other way; the % refers to the polarisation; further: potency means the concentration at half of the fitted maximal effect; % of control where 0% means no effect; many of its hits are not listed in these tables
S-ASM inh = Inhibitors of Secretory Acid Sphingomyelinase (S-ASM): qHTS. Sphingomyelin phosphodiesterase (Homo sapiens), P17405. placental ASM, HMU-PC fluorogenic substrate, 60 min. Potency, µM (titrated, usually from 57.5 µM), for the others: top-dose activity change, negative = inhibition, usual class: inhibitors. 0.006% of 340,000 active; further: potency means the concentration at half of the fitted maximal effect
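qHTS format. ASM enzyme prepared from human placenta hydrolyses the fluorogenic substrate HMU-PC0 (9 uM final) over 60 min at 37 °C after a 10 min compound preincubation.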
CXXC DNA block = qHTS Fluorescence Polarization Assay for Inhibitors of MLL CXXC domain - DNA interaction; MLL-CXXC / FITC-HOXA9 DNA fluorescence polarization; AID 2662, 2010; Potency, µM (titrated, usually from 115 µM), inactives show at the top dose activity change, negative = inhibition, hits mostly inhibitors; Histone-lysine N-methyltransferase 2A (Homo sapiens), Q03164; 0.037% of 290,000 active; active means well fitted inhibition curve with a large enough effect in the polarisation, with a control signal flat, not every such curve was filed as active; inconclusive means small, poorly fitted or top-dose-only effect, or effect the other way, or a change in a side signal; inactive means no such curve, though single readings can be large or run the other way; the % refers to the polarisation; further: potency means the concentration at half of the fitted maximal effect
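Purified MLL-CXXC (added from a 7 uM solution) was preincubated 5 min at ambient with pinned compounds in 50 mM Tris-HCl pH 7.5, 50 mM NaCl, 1 mM DTT, 0.05% BSA. Fluorescein-labeled HOX-A9 DNA (50 nM solution) followed, 30 min, then polarization read.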
MBNL1-CUG inh = qHTS Assay for Inhibitors of MBNL1-poly(CUG) RNA binding. Muscleblind-like protein 1 (Homo sapiens), Q9NR56. TR-FRET MBNL1-His/biotin-(CUG)12 binding, 665/545 ratio. Potency, µM (series often up to 57.5 µM), for the others: at the top dose activity change, negative = inhibition, actives largely listed as inhibitors. 0.036% of 280,000 active; active means well fitted inhibition curve with a large enough effect in the signal ratio, with a control signal flat, not every such curve was filed as active; inconclusive means small, poorly fitted or top-dose-only effect, or effect the other way, or a change in a side signal; inactive means no such curve, though single readings can be large or run the other way; the % refers to the signal ratio; further: potency means the concentration at half of the fitted maximal effect; on the % scale 0 is the no-effect control and ±100 the full control effect
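Inhibition of protein-RNA binding appears as loss of TR-FRET between terbium anti-His antibody on MBNL1-His and streptavidin-XL665 on biotin-(CUG)12. Activity is normalized to buffer-only and uninhibited-complex controls.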
Integrin act MD = qHTS for Activators of Integrin-Mediated Alleviation for Muscular Dystrophy. alpha7betagal myoblasts, beta-gal FDG fluorescence, 48 h. Potency, µM (doses to about 38.3 µM), for inactives: at the highest dose activation, most hits filed as activators. 0.064% of 350,000 active. AID 624291, 2012;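 further: potency means the concentration at half of the fitted maximal effect; 100% = response of the positive control SU9516; nearly all actives have a fitted effect of over 60% in size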
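alpha7betagal+/- myoblasts (passage 13, 250/well) treated 48 h at 37C with compounds at 1:260 dilution of DMSO stock. Lysed, then beta-galactosidase activity read as FDG fluorescence (ex 480/em 540) after 30 min, with pre-read for autofluorescence.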
Mito fusion yeast = qHTS Assay for Small Molecule Inhibitors of Mitochondrial Division or Activators of Mitochondrial Fusion; S. cerevisiae fusion-defective mutant growth rescue, CellTiterGlo 48 h; Potency, µM (titrated, usually from 46.1 µM), for inactives: top-dose growth rescue (activation), most hits filed as activators; 0.23% of 320,000 active;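 further: potency means the concentration at half of the fitted maximal effect; % of control where 0% means no effect; nearly all actives have a fitted effect of over 45% in size; temperature-sensitive fusion mutants such as fzo1-1 at 37 °C on non-fermentable ethanol glycerol medium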
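S. cerevisiae fusion-defective temperature-sensitive mutants (e.g. fzo1-1, mgm1-5) grown 48 h at 37C in YPEG (ethanol/glycerol non-fermentable) medium with 23 nl compound per well; growth rescue read as CellTiterGlo luminescence.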
TSHR antag = Antagonists of the Thyroid Stimulating Hormone Receptor: HTS campaign | Thyrotropin receptor (Homo sapiens), P16473 | activity change, negative = inhibition, % at 11.5 µM | 0.2% of 330,000 active | AID 504810, 2011 | TSHR-expressing cells, TSH-stimulated cAMP HTRF, 2 h; stronger effect = lower value;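 active means activity change below a set negative limit, meaning inhibition stronger than a set level, cut at about -70% in these data; inconclusive means activity change between two set negative limits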; further: on the % scale 0 is the no-effect control and ±100 the full control effect
Target sequence (P16473 whole entry, looked up): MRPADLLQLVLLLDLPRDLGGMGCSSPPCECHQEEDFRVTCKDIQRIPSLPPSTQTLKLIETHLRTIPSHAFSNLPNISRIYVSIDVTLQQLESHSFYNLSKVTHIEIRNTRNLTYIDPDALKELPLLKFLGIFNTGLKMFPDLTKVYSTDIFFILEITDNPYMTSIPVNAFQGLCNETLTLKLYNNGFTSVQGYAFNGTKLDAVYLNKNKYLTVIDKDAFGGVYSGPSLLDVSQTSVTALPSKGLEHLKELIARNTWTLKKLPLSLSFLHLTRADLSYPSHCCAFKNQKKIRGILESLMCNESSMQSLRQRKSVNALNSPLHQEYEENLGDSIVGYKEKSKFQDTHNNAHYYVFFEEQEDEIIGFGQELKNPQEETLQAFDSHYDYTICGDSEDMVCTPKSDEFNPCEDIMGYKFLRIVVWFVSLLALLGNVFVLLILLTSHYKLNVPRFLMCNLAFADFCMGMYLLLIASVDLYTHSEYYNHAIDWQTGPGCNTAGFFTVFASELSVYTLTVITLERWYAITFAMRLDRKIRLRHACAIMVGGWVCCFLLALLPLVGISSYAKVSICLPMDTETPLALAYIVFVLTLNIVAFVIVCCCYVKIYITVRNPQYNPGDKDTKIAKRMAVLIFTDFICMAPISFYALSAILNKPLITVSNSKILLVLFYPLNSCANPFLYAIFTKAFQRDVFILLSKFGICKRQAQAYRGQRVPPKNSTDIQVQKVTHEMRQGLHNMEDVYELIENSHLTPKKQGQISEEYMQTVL
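TSHR-expressing cells were treated with compounds, then stimulated with TSH at EC80 (4nM final) for 2 hours at 37 deg C. Cellular cAMP was measured by HTRF competition between lysate cAMP and cAMP-d2 for a cryptate-labelled anti-cAMP antibody.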
A-T KAP1 phos = qHTS Assay for Identifying a Potential Treatment of Ataxia-Telangiectasia. […] A-T fibroblasts, KAP-1 phosphorylation AlphaLISA; neocarzinostatin DNA damage 30 min before lysis. 0.19% of 320,000 active. Potency, µM (titrated, usually from 57.5 µM), for the others: at the top dose activation, hits mostly activators. AID 485349, 2010; further: potency means the concentration at half of the fitted maximal effect; % of control where 0% means no effect; nearly all actives have a fitted effect of over 45% in size
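hTERT-immortalized A-T patient fibroblasts ([…]), 500 cells/well in OPTI-MEM, 1% FBS, got compounds for 60 min, then NCS for 30 min at 37C. Lysates were then assayed for phospho-KAP-1 by AlphaLISA (anti-pKAP1 donor, anti-KAP1 acceptor beads), 6 hr at 25C.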
PTAP TSG101 blk = qHTS Assay for Iinhibitors of HIV-1 Budding by Blocking the Interaction of PTAP/TSG101. Fluorescence polarization, FITC-PTAP peptide / Tsg101 binding. Potency, µM (series often up to 115 µM), without a hit: at the highest dose activity change, negative = inhibition, most hits filed as inhibitors. 340,000 tested, under 10 active. AID 493005, 2010; active means well fitted inhibition curve with a large enough effect in the main read-out, with a control signal flat, not every such curve was filed as active; inconclusive means small, poorly fitted or top-dose-only effect, or effect the other way, or a change in a side signal; inactive means no such curve, though single readings can be large or run the other way; further: potency means the concentration at half of the fitted maximal effect; % of control where 0% means no effect
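Tsg101 binding domain (10 uM final) was mixed with compound and a FITC-labeled PTAP peptide (50 nM final) in HEPES pH 7.5 buffer with NaCl, Tween 20, EDTA and TCEP; fluorescence polarization was read after 20 min at r.t.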
TCR act = Activators of T cell receptors: qHTS campaign. 330,000 tested, under 10 active. Potency, µM (doses to about 9.22 µM), without a hit: at the highest dose activation of IL-2 secretion, usual class: activators. primary human leukocytes, anti-CD3, IL-2 HTRF, 48 h. AID 504894, 2011; further: % of control where 0% means no effect
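Compounds are tested in HTS on primary human leukocytes co-incubated with a-CD3 beads for 48 hr. IL-2 output is measured by time-resolved FRET.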
An asterisk follows results filed as active; ? = inconclusive; . = not tested or not shown; [ ] = another dose, or the depositor's remark. Unless noted, the call rests on the fitted dose curve; in most records, active means well fitted curve in the direction sought with a large enough effect; inconclusive means small, poorly fitted or top-dose-only effect, or another doubt; inactive means no such curve, though single readings can be large; an effect the other way counts as inactive or inconclusive.

1) CC(C)(C)C1CCC(=NNc2ccc(S(N)(=O)=O)cc2[N+](=O)[O-])CC1 (stereo not drawn)
2) O=C(N/N=C\c1cccnc1)C1c2ccccc2Oc2ccccc21
3) O=C(CNC(=O)[C@@H]1Cc2ccccc2CN1)NC1CCCC1
4) CCOC(=O)N1CCC(NC(=O)CS(=O)Cc2nc(-c3ccc(Cl)cc3)oc2C)CC1 (stereo not drawn)
5) Fc1ccc(CNc2cnccn2)cc1
6) C/C(=N\NC(=S)NC1CCCCC1)c1ccc(O)cc1
7) CC(Cc1cccs1)NC(=O)Nc1ccc([N+](=O)[O-])cc1 (stereo not drawn)
8) CCn1cc([N+](=O)[O-])c(C(=O)Nc2nc(-c3ccc(C)cc3)c(C)s2)n1

Screen / compound no.	1	2	3	4	5	6	7	8
Menin-MLL TR inh	-10%	-9%	.	.	12%	-8%	?	.
S-ASM inh	-26%	-3%	3%	0%	18%	-1%	-1%	3%
CXXC DNA block	8%	2%	-8%	-4%	2%	-1%	11%	16%
MBNL1-CUG inh	.	0%	-1%	-6%	1%	2%	?	3%
Integrin act MD	-44%	20%	25%	?	15%	-36%	-19%	-24%
Mito fusion yeast	2%	13%	-1%	4%	-1%	0%	2%	-1%
TSHR antag	21	-3	10	-9	13	-6	-27	-3
A-T KAP1 phos	-3%	-2%	-6%	-13%	4%	2%	-2%	4%
PTAP TSG101 blk	3%	-4%	-3%	2%	-4%	-5%	-3%	0%
TCR act	0%	5%	-2%	-3%	0%	-3%	1%	-3%

Compounds from the list above that contain a halogen, in the order listed:
4) CCOC(=O)N1CCC(NC(=O)CS(=O)Cc2nc(-c3ccc(Cl)cc3)oc2C)CC1 (stereo not drawn)
5) Fc1ccc(CNc2cnccn2)cc1

Screen / compound no.	4	5
Menin-MLL TR inh	.	12%
S-ASM inh	0%	18%
CXXC DNA block	-4%	2%
MBNL1-CUG inh	-6%	1%
Integrin act MD	?	15%
Mito fusion yeast	4%	-1%
TSHR antag	-9	13
A-T KAP1 phos	-13%	4%
PTAP TSG101 blk	2%	-4%
TCR act	-3%	0%

Continued:
9) COc1ccc(-c2csc(N)n2)cc1F
10) CC12Cc3ccc4ccccc4c3C=C1C[N+](C)(C)C2 (stereo not drawn)
11) CNC(=O)c1ccc(OCc2ccccc2)c(OC)c1
12) CCc1nnc2n1N=C(c1ccc(OC)cc1)CS2
13) O=C(CN1C(=O)NC2(CCCCCC2)C1=O)NCc1ccc(F)cc1
14) COc1ccc(-c2cn(Cc3ccc(C(=O)c4ccccc4)cc3)nn2)cc1
15) COc1ccccc1-c1cc(C(=O)N2CCOCC2)no1
16) CCC(=O)N1CCc2cc(S(=O)(=O)NCCC(=O)N3CCN(Cc4ccccc4)CC3)ccc21

Screen / compound no.	9	10	11	12	13	14	15	16
Menin-MLL TR inh	?	-5%	-5%	-20%	.	?	-9%	-7%
S-ASM inh	1%	0%	3%	-2%	1%	-14%	0%	3%
CXXC DNA block	2%	-15%	-2%	0%	.	1%	-5%	-9%
MBNL1-CUG inh	4%	?	-1%	5%	.	-1%	-1%	-5%
Integrin act MD	18%	15%	5%	15%	20%	-30%	-2%	-24%
Mito fusion yeast	?	-1%	2%	-4%	.	2%	-1%	2%
TSHR antag	-1	-4	6	-13	93	-21	-4	-5
A-T KAP1 phos	10%	3%	-1%	-1%	4%	-3%	0%	9%
PTAP TSG101 blk	-1%	-3%	0%	-5%	-3%	5%	-2%	-1%
TCR act	-2%	-14%	5%	4%[46.1 µM]	2%[46.1 µM]	6%	-1%	2%

17) COc1ccc(OC)c(C2NC(=O)NC(C)=C2C(=O)Nc2ccc(C)cc2C)c1 (stereo not drawn)
18) CC(C)CN1C(=O)NC(NC(=O)c2cccnc2)(C(F)(F)F)C1=O (stereo not drawn)
19) Cc1ccc(NC(=O)CN(C)C(=O)CCC(=O)c2cccs2)cc1
20) CC1CC(C)(C)NC(=S)N1CC(=O)NCc1ccccc1Cl (stereo not drawn)
21) O=C1CCC[C@@H]2[C@H]3CCC[N+]4([O-])CCC[C@@H](CN12)[C@@H]34 (stereo partly drawn)
22) CCOC(=O)CC(=O)CSc1nc2ccccc2c(=O)n1-c1ccc(C(=O)NCCOC)cc1
23) O=C(O)C1CCc2nc(NCc3ccccc3)nc(NCc3ccccc3)c2C1 (stereo not drawn)
24) CCN(CCn1cccn1)C(=O)c1cccc(OC2CCN(S(C)(=O)=O)CC2)c1

Screen / compound no.	17	18	19	20	21	22	23	24
Menin-MLL TR inh	0%	4%	11%	-12%	-5%	-8%	.	.
S-ASM inh	0%	3%	3%	2%	-1%	-4%	-1%	6%
CXXC DNA block	0%	2%	1%	-3%	-21%	-2%	.	3%
MBNL1-CUG inh	5%	-7%	1%	.	-8%	-11%	.	-1%
Integrin act MD	-16%	-12%	0%	0%	-35%	11%	2%	10%
Mito fusion yeast	2%	4%	0%	-5%	0%	1%	.	1%
TSHR antag	12	-5	4	-13	29	-18	.	17
A-T KAP1 phos	19%	1%	2%	4%	19%	-2%	.	6%
PTAP TSG101 blk	-4%	-7%	-1%	1%	-2%	1%	-3%	-3%
TCR act	7%	-1%	0%[46.1 µM]	-2%	-1%	5%	2%	0%

25) C=CCn1c(SCC(=O)Nc2ncc(Cc3ccc(C)c(Cl)c3)s2)nnc1-c1ccncc1
26) CCOc1nsc(OCC)n1
27) Cc1c(/C=N/O)sc2ccccc12
28) COC(=O)[C@]1(C)N[C@H](c2ccc(-c3cccc(Cl)c3)c(OC)c2)[C@@H]2C(=O)N(C)C(=O)[C@@H]21
29) Cc1onc(-c2ccc(Cl)cc2)c1-c1ccnn1S(=O)(=O)c1cccc(C(F)(F)F)c1
30) CC(=O)Nc1ccc(NC(=O)C2CC(=O)N(c3ccc(Cl)cc3)C2)cc1 (stereo not drawn)
31) CCNC(=O)/C(C#N)=C/c1c(N2CCN(C)CC2)nc2c(C)cccn2c1=O
32) CC(=O)c1ccc(NC(=O)CC(C)S(=O)(=O)c2ccc3c(c2)CCN3C(C)=O)cc1 (stereo not drawn)
33) COc1cccc(/C=N/Nc2ncc(C(F)(F)F)cc2Cl)c1O
34) Nc1ccc(C(=O)OCCCc2nc3ccccc3[nH]2)cc1

Screen / compound no.	25	26	27	28	29	30	31	32	33	34
Menin-MLL TR inh	-9%	-15%	.	.	.	-11%	10%	.	?	-11%
S-ASM inh	5%	3%	0%	-3%	-4%	1%	150%[activator]	1%	-11%	4%
CXXC DNA block	1%	-15%	4%	.	-9%	7%	0%	1%	2%	1%
MBNL1-CUG inh	?	0%	21%	.	-6%	-5%	?	-5%	15%	-1%
Integrin act MD	0%	4%	24%	7%	0%	9%	0%	?	-51%[inhibitor]	5%
Mito fusion yeast	-1%	-7%	2%	.	0%	2%	-12%	-4%	13%	-4%
TSHR antag	7	-25	6	-2	-15	-6	-9	6	-8	.
A-T KAP1 phos	14%	12%	-2%	5%	1%	1%	-23%	-13%	-8%	20%
PTAP TSG101 blk	-8%	-5%	0%	-4%	1%	1%	2%	0%	-2%	0%
TCR act	2%[46.1 µM]	1%	3%	-4%	-3%	3%	1%	1%	-4%[46.1 µM]	0%

An excerpt; the hit share may differ from the screen's.
